aSyn tox rescue = alpha-synuclein toxicity suppression in yeast. S. cerevisiae alpha-synuclein toxicity rescue, BacTiter-Glo growth, 24 h. Potency, µM (doses to about 46.1 µM), for the others: at the highest dose growth rescue (activation), actives largely listed as activators. 94,000 tested, 0.02% active. AID 1347070; active = well fitted activation curve with a large enough effect; also: 0% is about no effect
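Growth restoration measured by BacTiter-Glo luminescence after 24 hr at 30 deg C; alpha-synuclein yeast, raffinose-pregrown to mid-log, were added at OD600=0.02 in galactose medium onto pinned compounds.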
An asterisk follows results filed as active; [ ] = remark or other dose. Potency is read from the fitted curve at half-maximal effect. Only part of the results is shown; count on the stated rates, not on these rows.

The first two compounds, to show the layout:
SMILES | aSyn tox rescue
Cc1ccccc1NCc1cccn1-c1nnc(N2CCC(C)CC2)s1 | 12%
O=C(O)c1ccc(NC(=O)c2cn(-c3ccccc3)nc2-c2ccc(Br)cc2)cc1 | -5%

The whole of this part, from the start:
SMILES | aSyn tox rescue
Cc1ccccc1NCc1cccn1-c1nnc(N2CCC(C)CC2)s1 | 12%
O=C(O)c1ccc(NC(=O)c2cn(-c3ccccc3)nc2-c2ccc(Br)cc2)cc1 | -5%
COc1ccccc1CNC(=O)c1ccc(N2Cc3cccc(OC)c3Oc3ncccc32)s1 | 7%
COc1cccc(-c2cc(C(=O)N3CCN(c4ccccc4OC)CC3)no2)c1 | 3%
O=C(CSc1nncn2c1cc1sccc12)Nc1ccccc1C(F)(F)F | 1%
CCOc1ccc(CNC(=O)CCc2c(C)nn(-c3ccc(N4CCOCC4)nn3)c2C)cc1 | 4%
CCOC(=O)c1cccc(NC(=O)c2oc3c(c2C)-c2[nH]ncc2CC3)c1 | -10%
Cc1ccc(C2CC(c3cccs3)=NN2C(=O)CSC2=NN3CCCC(=O)N=C3S2)cc1 (stereo unspecified) | -3%
CCC(C)n1c(=S)[nH]c2ccccc2c1=O (stereo unspecified) | -10%
COc1ccc(C(=S)N2CCOCC2)cc1OC(=O)c1cc(OC)c(OC)c(OC)c1 | 3%
CCc1cccc(C)c1NS(=O)(=O)c1cccs1 | 6%
COC(=O)c1ccc(Nc2nc(-c3ccccc3Cl)nc3ccccc23)cc1 | -26%
C[C@H]1CN([C@@H](C)CO)C(=O)CCCn2nncc2CO[C@@H]1CN(C)C(=O)Cc1ccccc1 | -11%
Cc1ccc(C)c(N2CCN(S(=O)(=O)c3ccc4c(c3)C(C(C)C)C(=O)N4)CC2)c1 (stereo unspecified) | 6%
CCOC(=O)c1cc(C)n(CC2CCC(C(=O)Nc3cc(OC)cc(OC)c3)CC2)c1C (stereo unspecified) | 7%
CC1CCCN(CCCNC(=O)c2cc(Sc3ccc(F)cc3)nc3ccccc23)C1 (stereo unspecified) | 8%
O=C(NCCc1ccccc1)c1c[nH]c2ccccc2c1=O | -1%
Cc1cccc(NC(=O)Cn2c(=O)n(CCC(C)C)c(=O)c3cccnc32)c1 | -8%
COc1ccc(-c2csc3ncnc(Nc4ccc(OC)c(OC)c4)c23)cc1 | 10%
COc1ccc(-c2cn3nc(N4CCCC(C(=O)Nc5ccccc5F)C4)sc3n2)cc1 (stereo unspecified) | 5%
Cc1ccccc1C(=O)NCCNC(=O)c1ccco1 | -1%
O=C(NNC(=O)c1ccccc1F)c1ccc(-c2ccc(Cl)cc2)o1 | 11%
Cc1ccc(C(C#N)c2ccc(Cl)nn2)cc1 (stereo unspecified) | -5%
COc1cc2ncc3c(-c4ccccc4)nn(CC(=O)NC4CCCCC4)c3c2cc1OC | -3%
CCc1nn(CC(=O)NCCN(CC)CC)c(=O)c2cc3occc3n12 | -7%
CCOC(=O)C1=C(CN2CCN(c3ccccc3F)CC2)NC(=O)NC1c1ccc(OC)cc1 (stereo unspecified) | 5%
CCOC(=O)C1CCN(c2nc3ccccc3nc2Cl)CC1 | -10%
CN(C)CCCNC(=O)C(=O)NCC(c1cccs1)S(=O)(=O)c1ccc(F)cc1 (stereo unspecified) | -22%
CC(C)CNC(=O)N1[C@H](c2cccs2)[C@@H](C)C(=O)[C@@H](C)[C@@H]1c1cccs1 | 2%
COc1ccc(N2CCN(c3cc(C)nc4nc(-c5ccc(C)cc5)nn34)CC2)cc1 | 0%
COc1ccc2c(c1)c1c(c(=O)n(-c3cccc(Cl)c3)c(=O)n1CC(=O)N1CCCC1)n2C | -7%
Cc1ccc(NC(=O)c2ccc(CN3C(=O)CCn4nc(C)cc43)cc2)c(Cl)c1 | -4%
Cc1noc(NS(=O)(=O)c2ccc(N/C=C\C(=O)c3cccc4ccccc34)cc2)c1C | -41%[inhibitor]
CCc1cccc(NC(=O)NC(=O)Cn2nnc(C(=O)OC)c2C(=O)OC)c1 | -1%
Cc1cc2nc(-c3cc(NC(=O)c4cc5ccccc5o4)ccc3Cl)oc2cc1C | -9%
COc1ccc(CCNC(=O)C(=O)c2cn(CC(=O)N3CCCC3)c3ccccc23)cc1OC | -6%
COC(=O)N/N=C/c1cccc([N+](=O)[O-])c1 | 7%
O=C(NCCS(=O)(=O)N1CCN(Cc2ccccc2)CC1)c1ccccc1 | -1%
Cc1nc2ccccn2c(=O)c1NC(=O)c1c(F)cccc1F | 4%
CCOC(=O)N1CCC(NC(=O)c2cnn(-c3ccc(C)cc3)c2C2CCN(C(=O)OC(C)(C)C)CC2)CC1 | 4%
Cc1ccc(C)c(N2CC(C(=O)Nc3cc(C)on3)CC2=O)c1 (stereo unspecified) | 8%
Cc1ccc(S(=O)(=O)CCC(=O)OCC(=O)NCc2ccccc2)cc1 | -8%
O=C(c1ccc(F)cc1)N1CCN(c2cnn(-c3ccccc3)c(=O)c2Cl)CC1 | -12%
CCc1ccccc1NC(=O)Cn1cc2c(n1)CCC(C)C2 (stereo unspecified) | 16%
COc1ccccc1C(=O)COC(=O)c1nc2nc(C)cc(C)n2n1 | 1%
COc1ccc(-n2c(SCCNCCO)nc3sc4c(c3c2=O)CCCC4)cc1 | -11%
COCOCCn1cc(CN2CCS(=O)(=O)N(Cc3ccc(-c4ccc(F)nc4)cc3)C(C)C2=O)nn1 (stereo unspecified) | -3%
CCOC(=O)Cn1c(CN2CCN(c3ccc(OC)cc3)CC2)nc2c1c(=O)[nH]c(=O)n2C | -2%
Cc1csc2nc(COc3ccccc3NC(=O)c3ccco3)cc(=O)n12 | -12%
Cc1ccccc1-n1c(SCc2ccc(Cl)cc2)nc2[nH]ncc2c1=O | 6%
Cc1cccc(NC(=O)C(=O)NCC2CCCN2S(=O)(=O)c2cccs2)c1 (stereo unspecified) | -14%
COc1ccc(-n2c(=O)c3sc4ccccc4c3n(CC(=O)N3CCCC3)c2=O)cc1 | 2%
COc1ccc(C(=O)c2ncc(C(F)(F)F)cc2Cl)cc1 | 4%
Cc1cnc(C(=O)OC(C)C(=O)Nc2ccc(Cl)cn2)cn1 (stereo unspecified) | -41%[inhibitor]
NC1=NC(=Nc2ccc(S(=O)(=O)N3CCOCC3)cc2)c2ccccc21 | -4%
Cc1ccc(C)c(OCC(=O)N/N=C/c2ccc(N3CCOCC3)cc2)c1 | 7%
COc1cc(NC(=O)c2ccccc2)c(OC)cc1NC(=O)CN1C(=O)N(C)C2(CCCCC2)C1=O | -8%
C[C@H](CO)NC(=O)c1[nH]cnc1C(=O)Nc1cccc(Cl)c1 | -7%
Cc1cc(NC(=O)CSc2nnc(-c3ccccc3)n2C)no1 | 2%
COC(=O)c1c(NC(=O)c2ccccc2OC)sc(C(=O)N2CCOCC2)c1C | 11%

Later entries:
SMILES | aSyn tox rescue
Cc1ccc(NCc2ccccc2-c2nnc(-c3ccccc3Cl)o2)c(C)c1 | 1%
O=C(Cn1cc(SCc2ccccc2F)c2ccccc21)N1CCCCCC1 | 1%
CN(C)S(=O)(=O)c1ccc2c(c1)nnn2CCNC(=O)Nc1ccc(Br)cc1 | 2%
COc1cc(O)c(C=NN2C(=O)CSC2=S)c(OC)c1 | 10%
CCC1Oc2ccc(C)cc2N(CC(=O)NCc2ccc(OC)cc2)C1=O (stereo unspecified) | 0%
Cc1n[nH]c(C)c1Cc1c(F)cccc1Cl | 12%
Cc1ccc(Nc2c3c(nc4nncn24)CCC3)cc1 | 8%
CCOc1cc(/C=C2/C(=N)N3N=C(C)SC3=NC2=O)ccc1OS(=O)(=O)c1ccc(C)cc1 | -3%
Cc1ccc(C2=Nc3ccccc3N(CC(=O)NCc3ccc(F)cc3)C(=O)C2)cc1C | -7%
C[C@@H]1CN([C@H](C)CO)C(=O)c2c(c3ccccc3n2C)-c2ccccc2CO[C@H]1CN(C)C(=O)c1cc(Cl)cc(Cl)c1 | 11%
CCOCCc1nn2c(=O)cc(COC(=O)C3CCCCC3)nc2s1 | 4%
COc1ccccc1NC(=O)c1c(NCc2ccc(OC)c(OC)c2OC)sc2c1CCC2 | 3%
Cc1ccc(NNC(=O)Nc2ccc(Cl)cc2)nn1 | 5%
C=CCNS(=O)(=O)c1ccc(C(=O)OCc2cc(=O)oc3cc(OC)ccc23)cc1 | 5%
COc1ccc(NC(=O)C2CCN(c3cc(C)nc4c(-c5ccc(Cl)cc5)c(C)nn34)CC2)cc1 | 4%
CCCC(=O)Nc1ccccc1C(=O)OCc1cc(=O)n2nc(C(C)C)sc2n1 | -11%
COc1ccc(CCC(=O)Nc2cc3c4c(c2)CC(=O)N4CCC3)cc1 | -15%
CC1CCCC(C)N1C(=O)COC(=O)c1cc([N+](=O)[O-])ccc1N1CCOCC1 (stereo unspecified) | 15%
CCOC(=O)c1ccc2c(c1)N(CC(=O)N(C)c1ccccc1)C(=O)c1ccccc1S2 | 3%
CCOc1cccc(C2c3c(oc4ccc(F)cc4c3=O)C(=O)N2CCc2ccc(OC)cc2)c1 (stereo unspecified) | 4%
CC(=O)c1cccc(NC(=O)c2ccc3c(c2)CCN3S(=O)(=O)c2ccccc2)c1 | 5%
CC(C)c1ccc(Nc2sc(C(=O)c3ccccc3)c(N)c2S(=O)(=O)c2ccccc2)cc1 | 5%
CCOc1ccc(C(C)=O)cc1COC(=O)CCc1cc(OC)c(OC)c(OC)c1 | 3%
COC(=O)c1ccc([C@H]2Nc3ccc(S(=O)(=O)Nc4ccc(C)cc4)cc3[C@H]3C=CC[C@H]32)cc1 | 1%
CCc1sc(Nc2ccc(Cl)cc2)nc1-c1cc2cccc(OC)c2oc1=O | 24%
Cc1cc(C)cc(NC(=O)CSc2nc(=O)[nH]c3c2CCC3)c1 | -7%
CN(Cc1ccc(C(C)(C)C)cc1)C(=O)C1CCN(C(=O)Nc2ccccc2)CC1 | 6%
COc1ccc(NC(=O)CSc2ncnc3sc(C)cc23)cc1 | 4%
CCOC(=O)c1c(C)[nH]c(C)c1S(=O)(=O)N(C)CC(=O)Nc1ccc(CC)cc1 | -5%
CCn1nnc2c(=O)oc3ccccc3c21 | 1%
COc1ccc(NC(=O)c2ccc3c(=O)n4nc(Nc5cccc(Cl)c5C)sc4nc3c2)cc1 | 7%
COc1ccccc1-c1nc(SCC(=O)Nc2ccc(C)c(C)c2)n[nH]1 | -6%
CN(C)N1C(N)=C(C#N)C(c2cccnc2)C2=C1CCCC2=O (stereo unspecified) | -16%
CC(OC(=O)c1nccnc1N)C(=O)Nc1ccc(S(=O)(=O)N2CCCC2)cc1 (stereo unspecified) | -6%
CN(C)CCNC(=O)C(=O)NCC1OCCN1S(=O)(=O)c1ccc(F)cc1 (stereo unspecified) | 5%
CC(=O)c1cccc(NC(=O)CSc2nc(=O)n(Cc3ccco3)c3c2CCC3)c1 | 0%
O=C(Nc1nccs1)c1ccc(-c2ccc([N+](=O)[O-])cc2)o1 | -17%
COc1ccccc1C(=O)NC1(C(F)(F)F)NC(=O)N(CCc2ccccc2)C1=O (stereo unspecified) | 25%
FC(F)(F)c1ccc2c(c1)ncc1c(-c3ccccc3)nn(-c3ccccc3)c12 | -8%
Cc1nc2ccc(NC(=O)NC(=O)c3c(Cl)cccc3Cl)cc2o1 | -2%
Cc1cc(C(=O)N2CCCC(C(=O)c3cc(F)ccc3F)C2)c(C)o1 (stereo unspecified) | 3%
CC(C)CN1C(=O)C(=O)N(CC(=O)NCCCc2ccccc2)C1=O | 6%
O=C(c1ccc2c(c1)N(Cc1ccccc1F)C(=O)c1ccccc1S2(=O)=O)N1CCC(Cc2ccccc2)CC1 | 8%
CCOc1ccc(NC(=O)CC2C(=O)N(c3cccc(C)c3)C(=O)N2CCC2=CCCCC2)cc1 (stereo unspecified) | 0%
CC(=O)c1ccc(NS(=O)(=O)c2ccc3[nH]c(=O)[nH]c3c2)cc1 | -14%
COc1ccc(C(=O)CC(C(=O)O)c2ccc3c(c2)OCO3)cc1OC (stereo unspecified) | -2%
Cc1ccc(NC(=O)CN2C(=O)S/C(=C\c3cccn3-c3cccc(C(=O)O)c3)C2=O)cc1C | -10%
C=CCNC(=S)N1CCC2CC1c1c(Cl)cccc12 (stereo unspecified) | 5%

Arranged by heavy-atom count (smallest number first): part of the list above.
SMILES | aSyn tox rescue
CCn1nnc2c(=O)oc3ccccc3c21 | 1%
C=CCNC(=S)N1CCC2CC1c1c(Cl)cccc12 (stereo unspecified) | 5%
O=C(Nc1nccs1)c1ccc(-c2ccc([N+](=O)[O-])cc2)o1 | -17%
COc1ccc(NC(=O)CSc2ncnc3sc(C)cc23)cc1 | 4%
Cc1nc2ccc(NC(=O)NC(=O)c3c(Cl)cccc3Cl)cc2o1 | -2%
CC(C)CN1C(=O)C(=O)N(CC(=O)NCCCc2ccccc2)C1=O | 6%
COc1ccc(C(=O)CC(C(=O)O)c2ccc3c(c2)OCO3)cc1OC (stereo unspecified) | -2%
CN(C)CCNC(=O)C(=O)NCC1OCCN1S(=O)(=O)c1ccc(F)cc1 (stereo unspecified) | 5%
CCOC(=O)c1c(C)[nH]c(C)c1S(=O)(=O)N(C)CC(=O)Nc1ccc(CC)cc1 | -5%
CC(=O)c1cccc(NC(=O)CSc2nc(=O)n(Cc3ccco3)c3c2CCC3)c1 | 0%
COc1ccc(NC(=O)c2ccc3c(=O)n4nc(Nc5cccc(Cl)c5C)sc4nc3c2)cc1 | 7%
CCOc1ccc(NC(=O)CC2C(=O)N(c3cccc(C)c3)C(=O)N2CCC2=CCCCC2)cc1 (stereo unspecified) | 0%
O=C(c1ccc2c(c1)N(Cc1ccccc1F)C(=O)c1ccccc1S2(=O)=O)N1CCC(Cc2ccccc2)CC1 | 8%
